TRHR agonist – TRH receptor (human) agonism. activation, % at 2 µM. P34981. TRHR cells, calcium flux fluo-8, FDSS agonist mode. 360,000 tested, 0.18% active. AID 493084; in the data active means activation above about 30%; further: 0% is about no effect
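Read-out: compound-evoked intracellular calcium rise in TRHR cells, fluo-8 dye, kinetic FDSS fluorescence at 1 s/cycle following a 10-cycle baseline. Cells cultured overnight before dye loading (30 min–1.5 h, RT).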
D2 ag – D2 dopamine receptor (human) agonism. P14416. HEK293 T-REx D2 cells, calcium flux agonist mode. activation, % at 2 µM. 340,000 tested, 0.53% active. AID 485358;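 active means activation over 3 SD above normal in the single-dose calcium agonist read, cut at about 30% in these data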; further: 0% is about no effect
Target sequence (P14416 whole entry, looked up): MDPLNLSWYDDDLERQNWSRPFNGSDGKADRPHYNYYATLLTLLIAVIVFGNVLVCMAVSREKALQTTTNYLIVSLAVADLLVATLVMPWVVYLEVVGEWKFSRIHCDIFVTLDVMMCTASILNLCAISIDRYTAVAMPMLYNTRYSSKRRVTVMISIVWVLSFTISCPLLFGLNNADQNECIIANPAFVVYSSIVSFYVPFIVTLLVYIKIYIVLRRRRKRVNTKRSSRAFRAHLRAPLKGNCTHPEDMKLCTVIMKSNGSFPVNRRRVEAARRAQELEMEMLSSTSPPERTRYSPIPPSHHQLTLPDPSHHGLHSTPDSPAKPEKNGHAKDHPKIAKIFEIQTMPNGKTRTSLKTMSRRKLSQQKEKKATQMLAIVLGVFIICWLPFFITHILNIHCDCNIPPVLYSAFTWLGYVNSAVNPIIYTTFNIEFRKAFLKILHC
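Tetracycline-induced HEK293 Trex cells with D2 receptor force-coupled to calcium signaling, plated overnight at 30 C and loaded with no-wash calcium dye. Calcium flux read kinetically for 180 s after compound addition; responses flag agonists.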
D2 antagonist – antagonists of human D2 dopamine receptor; HEK293 TREx D2 cells, calcium flux, dopamine EC80; 340,000 tested, 2% active; inhibition, % at 10 µM; in the data active means inhibition above about 30%; further: 0% is about no effect
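Read-out: kinetic calcium fluorescence (1 cycle/s) in inducible HEK293 T-REx D2 cells after an EC80 dopamine addition that followed 180 s compound preincubation. Loss of the dopamine response indicates antagonism.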
TrxR1 substrate – is turned over as a substrate by rat TrxR1. O89049. purified TrxR1 substrate turnover, NADPH consumption readout. Potency, µM (series often up to 114 µM), without a hit: at the highest dose activity change, negative = substrate turnover. 390,000 tested, 0.01% active. AID 588456; further: potency means the concentration at half of the fitted maximal effect; on the % scale 0 is the no-effect control and ±100 the full control effect; nearly all actives have a fitted effect of over 50% in size
Target sequence (O89049 whole entry, looked up): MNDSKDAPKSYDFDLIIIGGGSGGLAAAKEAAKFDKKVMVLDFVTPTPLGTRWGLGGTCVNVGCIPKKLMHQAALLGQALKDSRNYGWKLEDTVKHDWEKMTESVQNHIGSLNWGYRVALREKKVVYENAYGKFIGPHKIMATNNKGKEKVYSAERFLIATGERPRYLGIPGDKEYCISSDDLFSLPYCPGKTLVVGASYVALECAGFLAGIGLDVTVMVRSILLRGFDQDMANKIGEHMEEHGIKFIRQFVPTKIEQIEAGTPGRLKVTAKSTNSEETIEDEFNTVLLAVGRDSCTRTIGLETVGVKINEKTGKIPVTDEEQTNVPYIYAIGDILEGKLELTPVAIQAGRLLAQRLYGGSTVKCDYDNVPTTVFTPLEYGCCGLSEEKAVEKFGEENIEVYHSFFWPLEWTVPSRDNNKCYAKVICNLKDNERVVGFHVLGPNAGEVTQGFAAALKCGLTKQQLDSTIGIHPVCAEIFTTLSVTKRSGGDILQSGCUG
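Rat TrxR1, dispensed at 90 nM, was prereduced with 400 uM NADPH (final) for 5 min at ~22 deg C, then incubated with compound 15 min before 400 uM selenite. A first-read NADPH fluorescence drop versus no-compound background flagged substrates.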
USP1-UAF1 inh – inhibitors of human USP1/UAF1 deubiquitinase; O94782; recombinant USP1/UAF1, Ub-Rhodamine cleavage fluorescence; Potency, µM (series often up to 57.1 µM), for inactives: top-dose activity change, negative = inhibition, most hits filed as inhibitors; 390,000 tested, 0.23% active; further: potency means the concentration at half of the fitted maximal effect; on the % scale 0 is the no-effect control and ±100 the full control effect; nearly all actives have a fitted effect of over 60% in size; inactives centre near -12
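USP1/UAF1 complex (1 nM) preincubated 15 min at room temperature with compound, then Ub-Rho substrate (150 nM final) added. Kinetic fluorescence at 480/540 nm over 6 reads at 60 s intervals; 50 mM HEPES pH 7.8, 0.5 mM EDTA, 0.1 mg/ml BSA, 1 mM TCEP, 0.01% Tween-20.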
TRHR PAM – TRH receptor (human) allosteric enhancement | P34981 | TRHR cells, fluo-8 calcium fluorescence, EC20 TRH enhancement | enhancement, % at 2 µM | 360,000 tested, 0.66% active; in the data active means enhancement above about 30%; further: 0% is about no effect
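TRHR-expressing cells loaded with fluo-8 calcium dye were read kinetically (ex 480/em 530) during compound addition, then stimulated with an EC20 of TRH (10 nM final). Enhancement of the Gq-mediated intracellular calcium response was scored.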
PI4K2A block – inhibitors of human PI4K2A; AID 1346378; activity change, negative = inhibition, % at 76.9 µM; Q9BTU6; 420,000 tested, 0.13% active; purified PI4K2A, ADP-Glo luminescence, 1 h; active compounds read low; in the data active means activity change below about -50%; inconclusive means mostly about -30% to -49%;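 further: -100% = wells without enzyme as full effect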
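In this quantitative HTS, ADP production by PI4K2A was quantified luminescently after 1 h at ambient temperature; 100 microM adenosine served as plate-quality control.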
TrxR1 inh – inhibitors of rat thioredoxin reductase 1 | recombinant rTrxR1, NADPH fluorescence consumption, selenite substrate | Potency, µM (top dose mostly 114 µM), for the others: top-dose activity change, negative = inhibition, usual class: inhibitors | AID 588453 | O89049 | 390,000 tested, 1% active; further: potency means the concentration at half of the fitted maximal effect; on the % scale 0 is the no-effect control and ±100 the full control effect; nearly all actives have a fitted effect of over 65% in size
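Rat TrxR1 (90 nM in the dispensed reagent) was pre-reduced with 400 uM NADPH for 5 min at room temperature, then incubated with compound for 15 min. After 400 uM selenite was added, NADPH fluorescence (Ex 340/Em 450 nm) was followed for 8 min.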
IDH1 R132H inh – human IDH1 R132H inhibition; O75874; IDH1-R132H enzyme, NADPH consumption, diaphorase/resazurin fluorescence; AID 602179; Potency, µM (highest dose often 76.6 µM), inactives show at the top dose activity change, negative = inhibition, most hits filed as inhibitors; 390,000 tested, 0.093% active; further: potency means the concentration at half of the fitted maximal effect; on the % scale 0 is the no-effect control and ±100 the full control effect; nearly all actives have a fitted effect of over 65% in size
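IDH1-R132H (0.5 ug/mL dispensed) in pH 7.5 Tris buffer was preincubated 30 min with compound, then given a substrate mix of 0.016 mM NADPH and 2 mM alpha-KG for 80 min at room temperature; remaining NADPH was read by diaphorase/resazurin fluorescence.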
Numbers without * were called inactive; [ ] = dose if it differs, or a comment. Unless noted, the call rests on the fitted dose curve; in most records, active means well fitted inhibition curve with a large enough effect; inconclusive means small, poorly fitted or top-dose-only effect; inactive means no such curve, though single readings can be large or run the other way.

O=C(Cc1ccc(NC(=O)C2CCN(C(=O)C3CC3)CC2)cc1)Nc1cccc(C(=O)N2CCCC2)c1 was read as TrxR1 substrate -1%, USP1-UAF1 inh -17%, PI4K2A block 1, TrxR1 inh 6% and IDH1 R132H inh -9%.
`O=C(CCCn1c(=O)[nH]c2cc(Cl)ccc2c1=O)NC1CCCCCCC1` gave TRHR agonist -0.4, D2 ag -0.5, D2 antagonist -1, TrxR1 substrate -4%[57.1 µM], USP1-UAF1 inh -9%, TRHR PAM -5, PI4K2A block -3, TrxR1 inh 1%[57.1 µM] and IDH1 R132H inh -1%.
For CC(=O)Nc1cccc(C(=O)NC2CCCc3c2cnn3-c2ccccc2F)c1 (centres undefined) the results were TRHR agonist -0.1, D2 ag 0.0, D2 antagonist -29, TrxR1 substrate 6%, USP1-UAF1 inh -29%, TRHR PAM -6, PI4K2A block -21, TrxR1 inh 22% and IDH1 R132H inh -1%.
For CCCc1ccc(OCC(O)CN2CCN(CCO)CC2)cc1 (centres undefined) the results were TRHR agonist 0.1, D2 ag 0.6, D2 antagonist 1, TrxR1 substrate 9%, USP1-UAF1 inh -21%, TRHR PAM 3, PI4K2A block -8, TrxR1 inh 33% and IDH1 R132H inh 3%.
`CC(C)CCNC(=O)c1cccc(Cl)c1` gave TRHR agonist 0.0, D2 ag 0.3, D2 antagonist 9, TrxR1 substrate 4%, USP1-UAF1 inh -4%, TRHR PAM 2, PI4K2A block 0, TrxR1 inh 11% and IDH1 R132H inh -1%.
Screening CCOc1ccccc1C(=O)Oc1ccc2ccc(=O)oc2c1 returned TRHR agonist -0.7, D2 ag -0.3, D2 antagonist -27, TrxR1 substrate 7%, USP1-UAF1 inh -9%, TRHR PAM -1, PI4K2A block -1, TrxR1 inh 12% and IDH1 R132H inh 2%.
Screening CCCOc1cccc(C2c3c(oc4ccc(F)cc4c3=O)C(=O)N2Cc2ccc3c(c2)OCO3)c1 (centres undefined) returned TRHR agonist 0.3, D2 ag 0.3, TrxR1 substrate -2%, USP1-UAF1 inh -5%, TRHR PAM -12, PI4K2A block -9, TrxR1 inh 7% and IDH1 R132H inh -10%.
`CCCCc1[nH]c(=O)c(C#N)c2c1CCCC2` gave TRHR agonist 0.2, D2 ag 0.5, D2 antagonist 6, TrxR1 substrate 9%, USP1-UAF1 inh -14%, TRHR PAM -3, PI4K2A block 1, TrxR1 inh -3% and IDH1 R132H inh 0%.
FC(F)(F)c1ccnc(NCc2ccco2)n1 was read as TRHR agonist -0.8, D2 ag -0.9, D2 antagonist -2, TrxR1 substrate 0%, USP1-UAF1 inh -15%, TRHR PAM 0, PI4K2A block 6, TrxR1 inh 5% and IDH1 R132H inh -9%.
Screening CCCNC(=O)/C=C/c1ccc(C(C)C)cc1 returned TRHR agonist -0.6, D2 ag -0.3, D2 antagonist -3, TrxR1 substrate 1%, USP1-UAF1 inh -8%, TRHR PAM 35*, PI4K2A block 0, TrxR1 inh -7% and IDH1 R132H inh 9%.
For COc1cc2c(=O)n(CC3CCCO3)c(=O)n(CC(=O)Nc3ccc(F)cc3F)c2cc1OC (centres undefined) the results were TRHR agonist -0.4, D2 ag 1.3, D2 antagonist -28, TrxR1 substrate 18%, USP1-UAF1 inh -15%, TRHR PAM 2, PI4K2A block 12, TrxR1 inh inconclusive and IDH1 R132H inh -6%.
CCCn1nc([N+](=O)[O-])c(C(C#N)c2nc3ccccc3s2)c(Cl)c1=O (centres undefined) was read as TRHR agonist 1.5, D2 ag 1.5, D2 antagonist 2, TrxR1 substrate 0%, USP1-UAF1 inh inconclusive, TRHR PAM -11, PI4K2A block -22, TrxR1 inh 1.6µM* and IDH1 R132H inh 1%.
COc1ccc(NC(=O)CN(C)C(=O)CCNC(=O)Nc2ccccc2)cc1 was read as TRHR agonist -0.2, TrxR1 substrate -8%, USP1-UAF1 inh -25%, TRHR PAM 3, PI4K2A block -2, TrxR1 inh 0% and IDH1 R132H inh 6%.
O=C(CSc1nnc(-c2ccco2)n1-c1ccccc1)NCc1ccc2c(c1)OCO2 was read as TRHR agonist 0.1, D2 ag 0.0, D2 antagonist 8, TrxR1 substrate 8%[57.1 µM], USP1-UAF1 inh -13%, TRHR PAM -6, PI4K2A block 6, TrxR1 inh -8%[57.1 µM] and IDH1 R132H inh 3%.
Screening COCCCNC(=O)Cn1c(=O)n(CCCC(=O)NCc2ccc(C)cc2)c(=O)c2ccccc21 returned TRHR agonist -0.1, D2 ag 1.5, TrxR1 substrate 1%, USP1-UAF1 inh inconclusive, TRHR PAM 1, PI4K2A block 3, TrxR1 inh 5% and IDH1 R132H inh -4%.
Screening COc1ccc(S(=O)(=O)N2CCC(C(=O)NCCCn3ccnc3)CC2)cc1C returned TRHR agonist -0.5, D2 ag 0.0, D2 antagonist 21, TrxR1 substrate 7%[0.0914 µM], USP1-UAF1 inh -7%, TRHR PAM 6, PI4K2A block 1, TrxR1 inh -1%[57.1 µM] and IDH1 R132H inh -6%.
O=c1c(Cl)c(NCc2ccccc2)cnn1C12CC3CC(CC(C3)C1)C2 was read as TRHR agonist 0.6, D2 ag 0.7, D2 antagonist -10, TrxR1 substrate 9%[57.1 µM], USP1-UAF1 inh 3%, TRHR PAM -1, PI4K2A block -1, TrxR1 inh 3%[57.1 µM] and IDH1 R132H inh 2%.
Screening CCOC(=O)Cc1cc(=O)[nH]n(-c2ccccc2)c1=O returned TrxR1 substrate 8%, USP1-UAF1 inh -3%, PI4K2A block -7, TrxR1 inh 31% and IDH1 R132H inh 5%.
Cc1sc2nc(CN3CCOCC3)nc(NCCc3ccccc3)c2c1C was read as TRHR agonist -0.6, D2 ag -0.6, D2 antagonist -2, TrxR1 substrate -5%, USP1-UAF1 inh -12%, TRHR PAM 9, PI4K2A block 3, TrxR1 inh -12% and IDH1 R132H inh 10%.
COc1cc(C(=O)O)c2c(c1C)OC(=O)c1c(C)cc(O)c(C=O)c1O2 was read as TrxR1 substrate -2%, USP1-UAF1 inh -2%, PI4K2A block -5, TrxR1 inh -5% and IDH1 R132H inh -4%.

For reference, some entries already given.
O=C(Cc1ccc(NC(=O)C2CCN(C(=O)C3CC3)CC2)cc1)Nc1cccc(C(=O)N2CCCC2)c1 was read as TrxR1 substrate -1%, USP1-UAF1 inh -17%, PI4K2A block 1, TrxR1 inh 6% and IDH1 R132H inh -9%.
`O=C(CCCn1c(=O)[nH]c2cc(Cl)ccc2c1=O)NC1CCCCCCC1` gave TRHR agonist -0.4, D2 ag -0.5, D2 antagonist -1, TrxR1 substrate -4%[57.1 µM], USP1-UAF1 inh -9%, TRHR PAM -5, PI4K2A block -3, TrxR1 inh 1%[57.1 µM] and IDH1 R132H inh -1%.
For CC(=O)Nc1cccc(C(=O)NC2CCCc3c2cnn3-c2ccccc2F)c1 (centres undefined) the results were TRHR agonist -0.1, D2 ag 0.0, D2 antagonist -29, TrxR1 substrate 6%, USP1-UAF1 inh -29%, TRHR PAM -6, PI4K2A block -21, TrxR1 inh 22% and IDH1 R132H inh -1%.

(listing goes on)
`O=c1cc(CCl)nc2sc3ccccc3n12` gave TRHR agonist -0.6, D2 ag 1.8, D2 antagonist 4, TrxR1 substrate 2%, USP1-UAF1 inh -7%, TRHR PAM -5, PI4K2A block -11, TrxR1 inh inconclusive and IDH1 R132H inh -4%.
For Cc1cc(C)cc(Oc2ccccc2C=O)c1 the results were TRHR agonist 0.0, D2 ag 0.1, D2 antagonist 4, TrxR1 substrate -1%, USP1-UAF1 inh -18%, TRHR PAM -3, PI4K2A block -6, TrxR1 inh -6% and IDH1 R132H inh 4%.
For O=C(COc1ccccc1)Nc1nnc(SCc2cc(=O)n3cc(Cl)ccc3n2)s1 the results were TRHR agonist -0.5, D2 ag -1.4, TrxR1 substrate 8%[57.1 µM], USP1-UAF1 inh -25%, TRHR PAM -2, PI4K2A block 1, TrxR1 inh 28%[57.1 µM] and IDH1 R132H inh -9%.
CC(C)CCNC(=O)NC(=O)COC(=O)/C=C/c1cccc([N+](=O)[O-])c1 was read as TRHR agonist -0.1, D2 ag -0.4, D2 antagonist -4, TrxR1 substrate 7%[57.1 µM], USP1-UAF1 inh -18%, TRHR PAM 2, PI4K2A block -4, TrxR1 inh 17%[57.1 µM] and IDH1 R132H inh 5%.
For CC(C)COP(=O)(c1ccc(N(C)C)cc1)C(O)c1ccccn1 (centres undefined) the results were TRHR agonist -0.2, D2 ag -0.9, D2 antagonist -6, TrxR1 substrate -5%, USP1-UAF1 inh -3%, TRHR PAM 13, PI4K2A block -4, TrxR1 inh -12% and IDH1 R132H inh -2%.
For CCN(CC)c1ccc(C(=O)NCc2ccc3c(c2)CCN3C(=O)c2ccc(F)cc2)cc1 the results were TRHR agonist -0.5, D2 ag -0.2, TrxR1 substrate -2%[57.1 µM], USP1-UAF1 inh inconclusive, TRHR PAM 9, PI4K2A block -5, TrxR1 inh 7%[57.1 µM] and IDH1 R132H inh -10%.
COc1ccc(CCN2CC(C(=O)NCc3nc4ccccc4n3C)CCC2=O)cc1 (centres undefined) was read as TRHR agonist -0.2, D2 ag 0.8, D2 antagonist -8, TrxR1 substrate -7%, USP1-UAF1 inh -4%, TRHR PAM -4, PI4K2A block 3, TrxR1 inh -7% and IDH1 R132H inh 0%.

Bioassay records deposited in PubChem BioAssay by National Center for Advancing Translational Sciences (NCATS).
